Pf apPOL block – Pf-apPOL DNA polymerase inhibition. Recombinant Pf-apPOL, molecular beacon fluorescence, 1.5 h. inhibition, % at 10 µM. 210,000 tested, 0.25% active
mHTT-CaM PPI inh – inhibitors of human mutant huntingtin-calmodulin interaction; P42858; AlphaScreen His-mHTT/GST-CaM binding, luminescence; inhibition, % at 15 µM; 190,000 tested, 3.6% active; AID 1671202;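 note: 0% = both proteins with DMSO and 100% = one protein alone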
Numbers without * were called inactive; & = joins results of further samples. Cut-off read from the data, not from the text of the source: active = inhibition above about 50%; inactive = the rest.

What do the screens show for `C=CCSc1nnc2c(n1)OC(c1ccccc1OC)N(C(C)=O)c1ccccc1-2` (stereo not given)?
Pf apPOL block: -75; mHTT-CaM PPI inh: 19

How did O=C(CCS(=O)(=O)c1nc(-c2cccs2)cc(C(F)(F)F)n1)Nc1cccc(O)c1 do in these assays?
Pf apPOL block: -2; mHTT-CaM PPI inh: 4

How did COc1cc(Cl)c(C)cc1NC(=O)c1ccc(Br)o1 do in these assays?
Pf apPOL block: 2; mHTT-CaM PPI inh: -5

How did Cc1ccc(C)c(NC(=O)Cn2c(=O)n(-c3ccc(F)cc3)c3ncccc32)c1 do in these assays?
Pf apPOL block: 0; mHTT-CaM PPI inh: 1

What do the screens show for `N/C(=N\OC(=O)c1ccccc1[N+](=O)[O-])c1nonc1N`?
Pf apPOL block: -3; mHTT-CaM PPI inh: inactive

Results for COc1cc(C2C(C#N)=C(N)Oc3cc(O)ccc32)cc2c1OCO2 (stereo not given) ?
Pf apPOL block: -2; mHTT-CaM PPI inh: 7

What do the screens show for `Nc1ccc2nc(SCC(=O)NCc3ccco3)sc2c1`?
Pf apPOL block: -3; mHTT-CaM PPI inh: 2

Results for CC(=O)Nc1ccc(C(=O)NCCNS(=O)(=O)c2ccc(Cl)s2)cc1 ?
Pf apPOL block: 1; mHTT-CaM PPI inh: -17

Results for COc1ccccc1CCC(=O)N1CC2CN(S(=O)(=O)c3ccc(F)cc3)CC(C1)O2 ?
Pf apPOL block: -6; mHTT-CaM PPI inh: 30

What do the screens show for `CC(Oc1cccc(Cl)c1)C(=O)N1CCN(c2ccc([N+](=O)[O-])cc2)CC1` (stereo not given)?
Pf apPOL block: -2; mHTT-CaM PPI inh: -1

Results for CCCS(=O)(=O)N1CCCC(C(=O)NCc2cccnc2)C1 (stereo not given) ?
Pf apPOL block: -28; mHTT-CaM PPI inh: -5

How did Cc1ccc(CN2C(=O)NC3(CCN(C(=O)c4cc(Cl)ccc4F)CC3)C2=O)cc1 do in these assays?
Pf apPOL block: -5; mHTT-CaM PPI inh: 11

What do the screens show for `O=C(NC1(c2nc(-c3cccnc3)no2)CCCCC1)c1ccc(Br)cc1`?
Pf apPOL block: 2; mHTT-CaM PPI inh: 4

Results for Clc1ccc2nc3c(nc2c1)Nc1ccccc1S3 ?
Pf apPOL block: -1

Results for COc1ccc(-n2nc3c(c2NC(=O)c2ccccc2Cl)CS(=O)C3)cc1 (stereo not given) ?
Pf apPOL block: -1; mHTT-CaM PPI inh: 2

What do the screens show for `Fc1ccc(C2=CC(c3cc(Br)ccc3F)n3ncnc3N2)cc1` (stereo not given)?
Pf apPOL block: -3; mHTT-CaM PPI inh: 11

Results for CCCC(=O)Nc1ccc(C)c(Cl)c1 ?
Pf apPOL block: 4; mHTT-CaM PPI inh: -8

Results for CCOc1ccccc1C(=O)N1CCC(c2nc(-c3ccc(NC(C)=O)cc3)no2)CC1 ?
Pf apPOL block: -2; mHTT-CaM PPI inh: -5

Results for Cn1cc(CC(=O)NCCCN2CCCC2=O)c2ccccc21 ?
Pf apPOL block: -3; mHTT-CaM PPI inh: 3

What do the screens show for `Cc1ccccc1CN1C(=O)CSc2ccc(C(=O)N3CCC4(CC3)OCCO4)cc21`?
Pf apPOL block: 18; mHTT-CaM PPI inh: 2

Results for O=C(NC(=S)N1CCN(C(=S)NC(=O)c2ccccc2)CC1)c1ccccc1 ?
Pf apPOL block: -10

Results for O=C(NC1CCc2ccccc21)c1nnn(-c2ccc(F)cc2)c1-c1ccncc1 (stereo not given) ?
Pf apPOL block: -1; mHTT-CaM PPI inh: -5

How did O=C(CC1(O)C(=O)Nc2ccccc21)c1ccc2c(c1)CCCC2 (stereo not given) do in these assays?
Pf apPOL block: -6; mHTT-CaM PPI inh: 12

Results for CC(C)c1cc(C2CCCN2C(=O)Cc2ccccc2Cl)no1 (stereo not given) ?
Pf apPOL block: -1; mHTT-CaM PPI inh: -13

What do the screens show for `COc1ccc(CC(=O)N2CCn3cnnc3C2)cc1Cl`?
Pf apPOL block: 0; mHTT-CaM PPI inh: -9

What do the screens show for `c1ccc2c(c1)nc(N1CCCCC1)c1ccccc12`?
Pf apPOL block: 2; mHTT-CaM PPI inh: -169

How did COC(=O)c1ccc(Cn2cnc3c(-c4cccc(F)c4)csc3c2=O)o1 do in these assays?
Pf apPOL block: -6; mHTT-CaM PPI inh: 8

How did O=C(Cc1ccc(Br)cc1)N1CCN(c2ccccn2)CC1 do in these assays?
Pf apPOL block: -8; mHTT-CaM PPI inh: 1

What do the screens show for `O=C(O)c1ccc(NC(CS(=O)(=O)Cc2cccc(Cl)c2)C(=O)O)c([N+](=O)[O-])c1` (stereo not given)?
Pf apPOL block: -6; mHTT-CaM PPI inh: 5

What do the screens show for `Cc1nc(S(=O)(=O)N2CCN(C3c4ccccc4-c4ccccc43)CC2)cn1C`?
Pf apPOL block: -6

Results for O=C(Nc1ccccc1N1CCOCC1)c1cc2ccccc2o1 ?
Pf apPOL block: -3; mHTT-CaM PPI inh: 0

How did CCOc1ccccc1CN1CCC(N2CCCCC2)CC1 do in these assays?
Pf apPOL block: -32; mHTT-CaM PPI inh: -4

How did CCn1cc(Br)c(C(=O)N2CCN3CCCC3C2)n1 (stereo not given) do in these assays?
mHTT-CaM PPI inh: 2

Results for O=C1CCS(=O)(=O)N1c1ccc(S(=O)(=O)Nc2ccc(F)c(Cl)c2)cc1 ?
Pf apPOL block: -5; mHTT-CaM PPI inh: -5

Results for O=C(c1cc(F)ccc1F)N1CCC2(CC1)NC(=O)N(Cc1ccccc1)C2=O ?
Pf apPOL block: -1; mHTT-CaM PPI inh: -1

Results for COc1ccc(C=C2Oc3cc(OCCN4CCCCC4CCO)ccc3C2=O)cc1 (stereo not given) ?
Pf apPOL block: -3; mHTT-CaM PPI inh: 18

Results for Cn1c2c(c(=O)n(C)c1=O)C(c1ccc([N+](=O)[O-])cc1)C1=C(N2)c2ccccc2C1=O (stereo not given) ?
Pf apPOL block: -4; mHTT-CaM PPI inh: -4

What do the screens show for `Cc1ccc2c(c1)N(Cc1ccccc1)N=C(C(=O)N1CCCCC1)S2(=O)=O`?
Pf apPOL block: -3; mHTT-CaM PPI inh: 2

What do the screens show for `COc1ccc(F)cc1S(=O)(=O)NCCOc1ccc(-c2ccco2)nn1`?
Pf apPOL block: 4; mHTT-CaM PPI inh: -3

How did COc1cccc(Cc2nnc(-c3c(-c4ccccc4)noc3C)o2)c1 do in these assays?
Pf apPOL block: 4

What do the screens show for `Cn1nc(C(=O)Nc2cccnc2)ccc1=O`?
Pf apPOL block: -6; mHTT-CaM PPI inh: -5

Results for O=C(NC1CC1)c1scc2c1OCCO2 ?
mHTT-CaM PPI inh: -7

Results for COc1ccc(C(=O)N=C2NC(=O)C(C)S2)cc1 (stereo not given) ?
Pf apPOL block: -4; mHTT-CaM PPI inh: -3

What do the screens show for `COc1ccc(C2=N/C(=C\c3ccccc3[N+](=O)[O-])C(=O)O2)cc1OC`?
Pf apPOL block: -3; mHTT-CaM PPI inh: 0

How did Cc1ccc2sc(NC(=O)Cc3ccccc3)nc2c1C do in these assays?
Pf apPOL block: -2; mHTT-CaM PPI inh: -5

In the list so far, two have an aryl thioether with sulfur outside any ring:
What do the screens show for `C=CCSc1nnc2c(n1)OC(c1ccccc1OC)N(C(C)=O)c1ccccc1-2` (stereo not given)?
Pf apPOL block: -75; mHTT-CaM PPI inh: 19

What do the screens show for `Nc1ccc2nc(SCC(=O)NCc3ccco3)sc2c1`?
Pf apPOL block: -3; mHTT-CaM PPI inh: 2

Additional records follow.
Results for Nc1nccn(Cc2ccc(F)cc2F)c1=O ?
Pf apPOL block: -6; mHTT-CaM PPI inh: 0

What do the screens show for `O=C(CN1C(=O)c2ccccc2C1=O)Nc1ccc(Cl)cn1`?
Pf apPOL block: 0&2; mHTT-CaM PPI inh: 23&-2

What do the screens show for `Cc1ncsc1CN1CCCC(c2nc(-c3cccnc3)n[nH]2)C1` (stereo not given)?
Pf apPOL block: 1; mHTT-CaM PPI inh: 6

What do the screens show for `O=c1cccnn1CCNS(=O)(=O)c1cccc(Cl)c1Cl`?
Pf apPOL block: -5; mHTT-CaM PPI inh: -3

What do the screens show for `Cc1ccc(NC(=O)N2CCCC2c2c(C)noc2C)c(Cl)c1` (stereo not given)?
Pf apPOL block: 0; mHTT-CaM PPI inh: -5

How did O=[N+]([O-])c1ccccc1-c1ccc(/C=C/c2ccncc2)o1 do in these assays?
Pf apPOL block: 6; mHTT-CaM PPI inh: 69*

Results for Cc1cccc(CN2CCN(C3CCN(C(=O)Nc4ccccc4F)CC3)C2=O)c1 ?
Pf apPOL block: -2; mHTT-CaM PPI inh: 13

Results for CCc1ccc(N2CCN(C(=O)c3ccccc3C)C(C)C2=O)cc1 (stereo not given) ?
Pf apPOL block: -5; mHTT-CaM PPI inh: -5

What do the screens show for `CC1=C(C(=O)Nc2ccccc2F)C(c2ccc(F)cc2)C2=C(CC(c3ccccc3)CC2=O)N1` (stereo not given)?
Pf apPOL block: -3; mHTT-CaM PPI inh: -51

What do the screens show for `COc1ccc(Cl)cc1C(=O)N1CC2CC(NC(=O)c3cccnc3)C1C2` (stereo not given)?
Pf apPOL block: -5; mHTT-CaM PPI inh: 1

What do the screens show for `CCn1cnc2ccc(-c3noc(-c4ccc(OC)cc4)n3)cc21`?
Pf apPOL block: -1; mHTT-CaM PPI inh: 32

What do the screens show for `O=C(O)CCC(=O)c1ccc2c(c1)OCCCO2`?
Pf apPOL block: 0

How did Cc1cccc(C2CCCN2C(=O)Nc2ccccc2Br)c1 (stereo not given) do in these assays?
Pf apPOL block: 5; mHTT-CaM PPI inh: -18

What do the screens show for `O=C(c1cn2c(n1)CCCC2)N1CCN(c2ccccc2)CC1`?
Pf apPOL block: -2; mHTT-CaM PPI inh: -4

How did CC(C)COC(=O)C1C2C=CC3(CN(c4ccccc4Br)C(=O)C13)O2 (stereo not given) do in these assays?
Pf apPOL block: 1; mHTT-CaM PPI inh: -2

Structures from the list above that contain a COOH group (two):
What do the screens show for `O=C(O)c1ccc(NC(CS(=O)(=O)Cc2cccc(Cl)c2)C(=O)O)c([N+](=O)[O-])c1` (stereo not given)?
Pf apPOL block: -6; mHTT-CaM PPI inh: 5

What do the screens show for `O=C(O)CCC(=O)c1ccc2c(c1)OCCCO2`?
Pf apPOL block: 0

Additional entries follow.
How did COc1ccccc1-c1nc(Cc2ccc(Cl)cc2)no1 do in these assays?
Pf apPOL block: -4; mHTT-CaM PPI inh: -76

Results for COc1ccc(C(=O)/C=C/c2ccc(NC(=O)c3cccs3)cc2)cc1 ?
Pf apPOL block: -3; mHTT-CaM PPI inh: 19

How did O=C(Nc1cc(C(F)(F)F)cc(C(F)(F)F)c1)Nc1ccc(CSc2ccc(Cl)cc2)o1 do in these assays?
Pf apPOL block: -7

What do the screens show for `CCCS(=O)(=O)N1CCN(S(=O)(=O)CCC)CC1`?
Pf apPOL block: -16; mHTT-CaM PPI inh: 1

How did Cc1ccccc1NC(=O)N1CCCC1C(=O)N(C)C (stereo not given) do in these assays?
Pf apPOL block: 0; mHTT-CaM PPI inh: -3

How did NC(=O)c1c(NC(=O)CCc2ccccc2)sc2c1CCCC2 do in these assays?
Pf apPOL block: 6; mHTT-CaM PPI inh: 3

What do the screens show for `Cc1ccc(-n2c(=O)n(CC(=O)Nc3cc(C)ccc3C)c3cccnc32)cc1`?
Pf apPOL block: 5; mHTT-CaM PPI inh: 12

How did Cc1noc(-c2ccccc2Cl)c1C(=O)N(C)Cc1ccccc1 do in these assays?
Pf apPOL block: -2; mHTT-CaM PPI inh: -7

How did CCOc1cc(C2Oc3nc(SC)nnc3-c3ccccc3N2C(C)=O)ccc1OC (stereo not given) do in these assays?
Pf apPOL block: -63; mHTT-CaM PPI inh: 4

How did CCC1CCCCN1C(=O)Nc1ccccc1 (stereo not given) do in these assays?
Pf apPOL block: -8; mHTT-CaM PPI inh: -7

What do the screens show for `COc1ccc2nc(N3CCCC(C(=O)NCCCN(C)C4CCCCC4)C3)sc2c1` (stereo not given)?
Pf apPOL block: 4; mHTT-CaM PPI inh: 10

How did CCN1CCN(C(=O)c2cc3n(n2)CCCN(Cc2ccc(F)cc2)C3=O)CC1 do in these assays?
Pf apPOL block: -5; mHTT-CaM PPI inh: 8

What do the screens show for `COc1cccc(-c2cc3c(N4CCC(C(=O)NCc5ccco5)CC4)nccn3n2)c1`?
Pf apPOL block: -7; mHTT-CaM PPI inh: 3

Results for COc1ccccc1Nc1ncnc2ccc(C)cc12 ?
Pf apPOL block: 2; mHTT-CaM PPI inh: -7

What do the screens show for `Cn1ccc2c(N(c3ccccc3)C3CCCCC3)cc3c(c21)C1CCC3O1` (stereo not given)?
Pf apPOL block: -5; mHTT-CaM PPI inh: 24

Three compounds drawn at random from the list so far, as already listed:
Results for CCc1ccc(N2CCN(C(=O)c3ccccc3C)C(C)C2=O)cc1 (stereo not given) ?
Pf apPOL block: -5; mHTT-CaM PPI inh: -5

How did CCN1CCN(C(=O)c2cc3n(n2)CCCN(Cc2ccc(F)cc2)C3=O)CC1 do in these assays?
Pf apPOL block: -5; mHTT-CaM PPI inh: 8

Results for Cn1cc(CC(=O)NCCCN2CCCC2=O)c2ccccc21 ?
Pf apPOL block: -3; mHTT-CaM PPI inh: 3

More structures:
How did O=C(Nc1ccccc1I)c1cc([N+](=O)[O-])ccc1Cl do in these assays?
Pf apPOL block: -3; mHTT-CaM PPI inh: 3

What do the screens show for `Cc1cc2nc(Cc3ccccc3C(F)(F)F)c(=O)[nH]c2cc1C`?
Pf apPOL block: -1; mHTT-CaM PPI inh: 0

How did O=C(NCCCn1ccnc1)Nc1cccc(Cl)c1 do in these assays?
Pf apPOL block: 0; mHTT-CaM PPI inh: 89*

Results for Cc1ccsc1/C=C1\N=C(c2cc([N+](=O)[O-])ccc2Cl)OC1=O ?
Pf apPOL block: -4; mHTT-CaM PPI inh: 9

Results for CSCC(C)(O)CNC(=O)C1(c2ccccc2)CCOCC1 (stereo not given) ?
Pf apPOL block: -7; mHTT-CaM PPI inh: -4

What do the screens show for `Cc1cccc(CN2CCC(CNC(=O)C3CCCN(c4nccc(C)n4)C3)CC2)c1` (stereo not given)?
Pf apPOL block: -12; mHTT-CaM PPI inh: 1

Compound activity (PubChem)

These rows are one share of the data; rates above refer to the full screens.
